Screens (PubChem BioAssay)
Shiga toxin inh: A qHTS for Small Molecule Inhibitors of Shiga Toxin | Vero cells, Shiga toxin protein synthesis inhibition reporter | inhibition, % at 38.7 µM | 9.2% of 290,000 active | AID 2315, 2010; in the data active = inhibition mostly above about 28%, no sharp cut-off; inactive = mostly below about 43%; note: 0% is about no effect
LmPK inhibitor: qHTS Assay for Inhibitors of Leishmania Mexicana Pyruvate Kinase (LmPK); purified LmPK, Kinase-Glo ATP luminescence, 1 h; Q27686; AID 1721, 2009; 0.37% of 290,000 active; Potency, µM (series often up to 57.5 µM), inactives show at the top dose activity change, negative = inhibition, usual class: inhibitors; note: potency is the fitted concentration of half-maximal effect; % is set by controls: 0 for no effect and ±100 for the full control effect
Target sequence (Q27686 whole entry, looked up): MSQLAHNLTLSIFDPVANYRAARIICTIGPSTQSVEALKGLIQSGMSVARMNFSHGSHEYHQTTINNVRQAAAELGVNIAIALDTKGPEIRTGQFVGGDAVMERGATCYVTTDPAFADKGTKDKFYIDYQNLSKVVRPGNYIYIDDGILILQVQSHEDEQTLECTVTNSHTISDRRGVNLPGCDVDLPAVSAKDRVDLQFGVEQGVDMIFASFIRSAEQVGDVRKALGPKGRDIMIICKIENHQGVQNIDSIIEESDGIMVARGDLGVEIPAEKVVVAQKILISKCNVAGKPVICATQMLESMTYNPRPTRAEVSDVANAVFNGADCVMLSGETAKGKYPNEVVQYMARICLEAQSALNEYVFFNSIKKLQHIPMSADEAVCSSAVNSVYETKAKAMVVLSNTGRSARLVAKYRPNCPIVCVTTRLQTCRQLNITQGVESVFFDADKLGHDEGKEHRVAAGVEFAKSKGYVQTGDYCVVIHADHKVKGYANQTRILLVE
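qHTS format; LmPK 0.1 nM; substrates PEP 0.5 mM and ADP 0.1 mM. One-hour room-temperature incubation, then coupled luciferase luminescence; 0.5 nM enzyme wells mark activation.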
AmpC no deterg: qHTS Inhibitors of AmpC Beta-Lactamase (assay without detergent); AmpC nitrocefin hydrolysis, absorbance 480 nm, 0.0001% Triton; 0.52% of 330,000 active; P00811; Potency, µM (doses to about 57.1 µM), for the others: at the top dose activity change, negative = inhibition, actives largely listed as inhibitors;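 note: potency is the fitted concentration of half-maximal effect; plate controls were no compound for no effect and no enzyme for full effect; nearly all actives have a fitted effect of over 20% in size; some results filed as inactive show a strong effect at the top dose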
Target sequence (P00811 whole entry, looked up): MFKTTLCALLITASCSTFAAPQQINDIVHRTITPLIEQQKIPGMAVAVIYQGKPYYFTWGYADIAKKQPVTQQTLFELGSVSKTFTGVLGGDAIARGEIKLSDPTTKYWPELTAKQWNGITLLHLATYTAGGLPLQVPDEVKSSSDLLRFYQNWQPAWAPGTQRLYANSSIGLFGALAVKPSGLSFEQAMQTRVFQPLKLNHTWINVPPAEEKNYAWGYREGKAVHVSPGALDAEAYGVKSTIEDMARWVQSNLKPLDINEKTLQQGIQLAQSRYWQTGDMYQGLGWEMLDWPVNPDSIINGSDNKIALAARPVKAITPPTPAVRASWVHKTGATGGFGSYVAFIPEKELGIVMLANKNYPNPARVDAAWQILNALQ
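20 mM phosphate pH 7.0 + 0.01% (detergent screen) or 0.0001% Triton X-100; 5.3 nM AmpC reagent; cpd preinc 15 min RT; nitrocefin (800 uM stock) to start; A480 q20 s × 4 min; Activity was normalised to no-enzyme and no-compound control wells.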
TbPYK inhibitor: qHTS of Trypanosoma Brucei Inhibitors; Potency, µM (top dose mostly 76.8 µM), without a hit: at the highest dose activity, negative = inhibition, usual class: inhibitors; 0.12% of 410,000 active; TbPYK enzyme, Kinase-Glo Plus ATP luminescence, 45 min; AID 624173, 2012; note: potency is the fitted concentration of half-maximal effect; % is set by controls: 0 for no effect and ±100 for the full control effect; nearly all actives have a fitted effect of over 50% in size
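Enzyme and substrate buffer are dispensed first and compound is pin-transferred. ADP at 130 uM final then starts the reaction, which runs 45 min at room temperature. Detection reagent is added for 10 min before luminescence is imaged.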
Pf growth 96h: Primary qHTS for delayed death inhibitors of the malarial parasite plastid, 96 hour incubation | Potency, µM (top dose mostly 28.7 µM), for the others: at the top dose activity change, negative = inhibition, usual class: inhibitors | P. falciparum luciferase reporter growth, 96 h | 6.9% of 320,000 active; note: potency is the fitted concentration of half-maximal effect; % is set by controls: 0 for no effect and ±100 for the full control effect
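Delayed-death screen, second-generation endpoint: infected erythrocytes, 2% hematocrit, 0.05% parasitemia final; 96 hours at 37 C, 5% CO2; luciferase detection reagent; luminescence decrease equals reduced growth.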
CHX counter: Cycloheximide Counterscreen for Small Molecule Inhibitors of Shiga Toxin | 12% of 300,000 active | cell reporter, cycloheximide protein synthesis inhibition counterscreen | max response, %; in the data active = max response mostly above about 13%, no sharp cut-off; inactive = mostly below about 14%; note: read at 38.3 µM for the half of the compounds with a filed dose; 0% is about no effect
Pf growth 48h: Primary qHTS for delayed death inhibitors of the malarial parasite plastid, 48 hour incubation; P. falciparum luciferase growth in erythrocytes, 48 h; Potency, µM (top dose mostly 28.7 µM), inactives show at the top dose activity change, negative = inhibition, most hits filed as inhibitors; 5.9% of 310,000 active; AID 504832, 2011; note: potency is the fitted concentration of half-maximal effect; % is set by controls: 0 for no effect and ±100 for the full control effect
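Erythrocytes infected with P. falciparum carrying an integrated firefly luciferase reporter (2% hematocrit, 0.1% parasitemia final) were exposed to compounds in RPMI 1640 with 0.5% Albumax at 37 C, 5% CO2. Growth inhibition was scored as reduced luminescence.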
The depositor's hits bear a star; ? = inconclusive; nt = no result given; & = joins results of further samples; [ ] = dose if it differs, or a comment. Unless noted, calls come from the whole dose curve; as a rule, active = well fitted curve in the direction sought with a large enough effect; inconclusive = small, poorly fitted or top-dose-only effect, or another doubt; inactive = no such curve, though single readings can be large; an effect the other way counts as inactive or inconclusive. Rows were taken by chance; about 22% have a hit in one of these screens.

SMILES	Shiga toxin inh	LmPK inhibitor	AmpC no deterg	TbPYK inhibitor	Pf growth 96h	CHX counter	Pf growth 48h
CN(C)S(=O)(=O)c1ccc(NC(=O)CSc2nc3ccccc3n2-c2ccccc2)cc1	-6	-2%	-17%	4%	2.3µM*	-3	5.9µM*
CC1CCCC(NC(=O)CCC(=O)N2CCOc3ccccc32)C1C (centres undefined)	4	-8%	46%	-11%	9.3µM*	1	9%
O=C(OCCN1C(=O)c2ccccc2C1=O)C1CCN(S(=O)(=O)c2cccs2)CC1	21	5%	-15%	-8%	nt	-2	15%
CCOC(=O)C1CCCN(C(=O)c2ccc(C)c([N+](=O)[O-])c2)C1 (centres undefined)	-7	1%	-7%	-3%	?	-2	-19%
COc1ccc(NC(C)=O)cc1S(=O)(=O)Nc1cccc(S(=O)(=O)NC2=NCCC2)c1	nt	nt	-6%	1%	-23%	nt	-1%
O=C(O)/C=C/c1ccc(S(=O)(=O)Nc2ccc(C(=O)NCC(=O)O)cc2)cc1	16	10%	-26%	0%	15%	1	46%[activator]
O=C(CCc1nc(-c2ccccc2)no1)NC1CCCCC1	29	7%	-18%	-16%	nt	12*	19%
COc1cc(C2Nc3ccccc3C(=O)N2c2ccc(Cl)cc2)c(Cl)cc1OCC(=O)O (centres undefined)	71*	1%	-37%	-11%	241%[activator]	54*	192%[activator]
CN1CCc2c(C#N)c(N3CCOCC3)nc(NCC3CCCO3)c2C1 (centres undefined)	8	-1%	10%	4%	?	1	?
COc1ccc2c(C(=O)c3ccc(C)cc3)n(Cc3ccc(C(N)=O)cc3)[n+]([O-])c2c1	nt	nt	134%[activator]	1%	?	nt	?
Cc1ccc(S(=O)(=O)NC(=O)c2cc(C)n(CCCn3ccnc3)c2C)cc1	-12	-1%	-12%	-10%	-1%	-9	5%
O=C(O)C1=C(CSc2nnnn2CS(=O)(=O)O)CS[C@@H]2[C@H](NC(=O)[C@H](O)c3ccccc3)C(=O)N12	nt	nt	nt	-7%	4%	nt	-9%

Record cards, from the list above:
COc1ccc(NC(C)=O)cc1S(=O)(=O)Nc1cccc(S(=O)(=O)NC2=NCCC2)c1 is entered as Shiga toxin inh: nt; LmPK inhibitor: nt; AmpC no deterg: -6%; TbPYK inhibitor: 1%; Pf growth 96h: -23%; CHX counter: nt; Pf growth 48h: -1%
CC1CCCC(NC(=O)CCC(=O)N2CCOc3ccccc32)C1C (centres undefined) is entered as Shiga toxin inh: 4; LmPK inhibitor: -8%; AmpC no deterg: 46%; TbPYK inhibitor: -11%; Pf growth 96h: 9.3µM*; CHX counter: 1; Pf growth 48h: 9%

(list continues)
SMILES	Shiga toxin inh	LmPK inhibitor	AmpC no deterg	TbPYK inhibitor	Pf growth 96h	CHX counter	Pf growth 48h
COC(=O)C1=C(c2ccc(Cl)c(C(F)(F)F)c2)C[C@@H]2CC[C@H]1N2C(=O)N1CCC(C)CC1	nt	nt	12%	4%	-4%	nt	?
COc1ccc(NC(=O)NCCCN2CCN(c3cc(C)ccc3C)CC2)cc1	6	0%	30%	4%	21%	-5	?
Cc1ccc(OCC(=O)Nc2ccc(S(=O)(=O)N3CCN(C)CC3)cc2)cc1	27	0%	51%	-1%	?	5	?
Cc1ccc(NC(=O)c2cnccn2)cc1S(=O)(=O)N(C)C	10	-2%	0%	-6%	50%[activator]	1	20%
Cc1ccc(CNC(=O)COC(=O)c2ccc(S(=O)(=O)N(C)C)cc2)cc1	-13	5%	-29%	-5%	13%	-2	14%
CCOc1ccc(NS(=O)(=O)c2coc(C(N)=O)c2)cc1	1	0%	-13%	1%	?	-2	-10%
CC1(C)CC(N2CCN(Cc3ccccc3)CC2)=CC(=[N+]2CCCCC2)C1	-3	1%	47%	?	0.52µM*	0	0.83µM*
C/C(=N/Oc1nc(C)cc(C)n1)c1ccc(Cl)cc1Cl	1	-1%	5%	-2%	-11%	-2	-8%
NC(=O)C1=C[C@H](c2coc3ccccc3c2=O)C[C@H](OCc2ccc(CO)cc2)O1	-2	2%	-5%	-2%	?	-2	-13%
O=C(COc1ccccc1)NC(=S)Nc1cccc2cc(O)ccc12	-5	-3%	-39%	-1%	?	-1	12%
Clc1nnc(Cl)c2c1ncn2Cc1ccccc1	-5	-9%	4%	0%	?	-1	?
O=C(COc1cc2oc(=O)c3c(c2cc1Cl)CCC3)NCCN1CCOCC1	-6	5%	57%	-7%	0%	4	14%
COc1ccc(C2=NOC(C(=O)NCc3cccnc3)C2)cc1OC (centres undefined)	-9	4%	-4%	-2%	6%	-1	30%
CC(OC(=O)c1ncc(Cl)c(Cl)c1Cl)C(=O)NC1CCCCC1C (centres undefined)	nt	nt	-7%	2%	15%	nt	33%[activator]
CCN(CC)S(=O)(=O)c1ccc(NC(=O)CSc2ncnc3ccccc23)cc1	-13	0%	-5%	1%	?	-2	?
C[C@H](NC(=O)c1nc[nH]c1C(=O)N[C@@H](Cc1ccccc1)C(=O)OC(C)(C)C)C(=O)OC(C)(C)C	9	0%	144%[activator]	-4%	?	-4	7.4µM*
O=C(CN(C(=O)CSc1nnc(COc2ccccc2)o1)c1ccc(F)cc1)NC1CCCCC1	-2	2%	-12%	4%	?	-2	12µM*
CC#CC(=O)N1CCC(Oc2cccc(C(=O)NCc3ccccn3)c2)CC1	-12	-6%	23%	1%	37%[activator]	-7	?
CCN(CC)C(=O)CN1C(=O)COCC1=O	-3	0%	-20%	-2%	-21%	-3	nt
Cc1ccc(NC(=O)c2ccccc2NS(=O)(=O)c2ccc(Cl)s2)cc1S(=O)(=O)N1CCOCC1	10	2%	-58%	-4%	?	-2	12µM*
Cc1cc(C(=O)COc2ccc3ccc(=O)oc3c2)c(C)n1Cc1cccs1	12	6%	-27%	-6%	?	20*	-8%
O=[N+]([O-])c1cc(/C=N\Nc2nc(-c3ccccc3)cs2)ccc1O	93	2%	25µM*	-30%	31%[activator]	23*	12µM*
Cc1ccc(NC(=O)C2C3CCC(O3)C2C(=O)O)cc1C (centres undefined)	46	-8%	-2%	8%	?	11	-1%
CCOC(=O)c1ccc(NC(=S)N2CCN(CCN=CC3=C(O)CC(c4ccccc4)CC3=O)CC2)cc1 (centres undefined)	-13	0%	96%[activator]	-5%	?	1	?
O=C(NCc1ccc(Cl)cc1)C1C2C=CC3(CN(Cc4cccnc4)C(=O)C13)O2 (centres undefined)	-21	-3%	-12%	-1%	-6%	-1	41%[activator]
CC(C)(C)Sc1ccc(/C=N/O)cc1[N+](=O)[O-]	44	2%	-20%	-7%	9%	3	-3%
COCCn1c(N)c(N(Cc2ccccc2)C(=O)c2ccc(-c3ccc(Cl)cc3)o2)c(=O)[nH]c1=O	nt	nt	-15%	5%	-14%	nt	?
Cc1cc(Br)ccc1NC(=O)c1sc2ncnc(N3CCN(c4ccccn4)CC3)c2c1C	-2	6%	-30%	1%	6%	-3	?
Cc1nn(-c2cc(C)c3ccccc3n2)c2c1CCC2	9	-3%	-11%	-6%	5%	-1	33%[activator]
O=C(CCC(F)(F)F)N1CCC(CO)(CCc2ccccc2)CC1	20	1%	70%[activator]	0%	-17%	13	1%
COc1ccccc1CCNC(=O)CSc1ccc(-c2cccs2)nn1	-28	7%	-30%	-7%	-9%	6	?
O=P(O)(CCc1ccccn1)CN1CCCCC1	0	1%	-16%	-1%	-5%	-2	nt
CC1CCN(c2cc(C#N)c(C#N)cc2[N+](=O)[O-])CC1	-11	3%	nt	4%	0%	1	-5%
Cc1ccc(C)c(N2CCN(S(=O)(=O)c3csc(C(N)=O)c3)CC2)c1	1	-2%	-25%	-3%&-6%	67%[activator]	12	19%
O=C(CN1CCCCC1)c1ccc(F)cc1	65	-5%	-11%	5%	26%	1	10%
C=C(C)C(=O)OCC(=O)NCc1ccccc1	114*	-1%	-2%	-14%	?	36*	-2%
Cn1ncc(C(=O)Nc2ccc(Cl)cc2)c1C(F)(F)F	-7	1%	-12%	4%	?	10	9%
CCOC(=O)Nc1ccc2c(c1)N(C(=O)CCN(C)C)c1ccccc1S2	-2	-2%	-18%	-4%	-6%	2	-10%
Cc1nn(C)c(C)c1C(C)NC(=O)c1cc(COc2ccc(F)c(F)c2)on1 (centres undefined)	47*	-6%	86%[activator]	-7%	-14%	33*	-13%
Cc1ccc2c(c1)CC1(CN2C)C(=O)NC(=O)N(c2cc(C)ccc2C)C1=O (centres undefined)	17	4%	-49%	2%	?	-3	-21%
Cc1ccc(OCc2ccc(C(=O)Nc3c(C)nn(Cc4c(F)c(F)c(F)c(F)c4F)c3C)o2)c([N+](=O)[O-])c1	11	3%	125%[activator]	9%	?	10	?
O=C(CCN1CCN(c2ccccn2)CC1)Nc1ccc(F)cc1	8	-4%	-11%	-1%	187%[activator]	-2	-8%
CCOC(=O)C(C)Sc1ccc2nnc(CCNS(=O)(=O)c3ccc(C)cc3)n2n1 (centres undefined)	-22	1%	19%	-19%&5%	-52%[1.15 µM]	3	?
Cc1ccc(-c2nnc(-c3ccc(NC(=O)Cc4cccs4)cc3)o2)cc1	7	0%	-13%	5%	4%	6	7%
CCOc1cccc2cc(-c3csc(NC(=O)CCC(=O)NCCN4CCCCC4C)n3)c(=O)oc12 (centres undefined)	76	-11%	-44%	-5%	?	40*	401%[activator]
Cc1cc2oc(C(=O)NC3CCS(=O)(=O)C3)cc(=O)c2cc1C (centres undefined)	-4	1%	-11%	-8%	5%	-2	19%
CCOC(=O)Cn1cnc2scc(-c3ccc(C)c(C)c3)c2c1=O	nt	10%	61%[activator]	-22%	-2%	-2	-3%
COc1ccc(C(=O)OCC(=O)C(C)(C)C)cc1S(=O)(=O)N(C)CCc1cccnc1	-2	1%	82%[activator]	16%	-6%	-2	-15%
O=C(Nc1cccc2oc(=O)ccc12)c1ccc([N+](=O)[O-])cc1[N+](=O)[O-]	-10	1%	-9%	5%	-103%	-3	?
COc1ccc2[nH]cc(CCNC(=O)C3CCCCC3)c2c1	7	-1%	-4%	-2%	?	-1	2%
Cc1ccc(-c2nn(CC(=O)Nc3cccnc3)c(=O)c3ccccc23)cc1	-15	5%	49%	1%	nt	-2	?
C=CCOC(=O)C1=C[C@@H](c2ccc(Br)cc2)[C@H](CCCO)[C@@H](OCC)O1	-16	6%	208%[activator]	1%	9.3µM*	-2	?
Cc1nnc(SCC(=O)Nc2nccs2)[nH]c1=O	-10	-1%	78%[activator]	-18%	16%	-2	6%
Cc1ccc2nc(N3CCN(Cc4nnnn4Cc4ccccc4)CC3)c(C#N)cc2c1	-15	1%	12%	-9%	106%[activator]	9	?
COc1ccc(C(=O)N2CCN(Cc3cn[nH]c3-c3ccc(OC)cc3F)CC2)cc1	1	4%	88%[activator]	-1%	10%	-2	?
COc1ccc(/C=C/C(=O)NC(C)C)cc1Br	4	2%	-13%	3%	?	13*	?
